SUMO1-SIM PPI: alters human SUMO1 binding to SIM partners. inhibition, % at 20 µM. P63165. hit rate 0.33% among 360,000. SUMO1 binding to a labelled peptide, TR-FRET, 1 h; in the data active = inhibition above about 37%
NRP1-CendR mod: alters CendR peptide binding to human NRP-1; O14786; FAM-RPARPAR peptide binding to NRP-1, fluorescence polarization; inhibition, % at 25 µM; hit rate 0.85% among 360,000;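 active = inhibition or corrected inhibition above about 18%, plus a signal ratio from 0.5 to 1.5, limit read from the data, passing the limit was not always enough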; also: strong numbers were not always called active
SKN-1 inh: blocks SKN-1 activity in C. elegans; inhibition, % at 21.8 µM; C. elegans VP596 Pgst-4::GFP/RFP ratio, acrylamide-induced, 24 h; hit rate 0.49% among 360,000; AID 624304;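 active = interference check ratio from 0.5 to 1.5 plus GFP to RFP signal ratio inhibition reaching or exceeding a fixed threshold, cut at about 30% in these data, passing the limit was not always enough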; also: some compounds called inactive have numbers as strong as hits
NadD inh: inhibitors of Staphylococcus aureus NadD. inhibition, % at 20 µM. purified NadD enzyme, colorimetric absorbance read-out. hit rate 0.78% among 360,000; in the data active = inhibition above about 26%; also: some compounds past the cut are filed as inactive
STEP block: STEP (human) phosphatase inhibition; recombinant STEP, OMFP fluorogenic substrate, fluorescence; inhibition, % at 20 µM; hit rate 0.25% among 360,000;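 active = inhibition at 20 µM, scaled per plate between control wells, above about 37%, limit read from the data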;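 also: 0% = DMSO with enzyme and substrate and 100% = substrate only without enzyme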
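Assay system: isolated STEP enzyme. Buffer or medium: pH 6.0 Bis-Tris with DTT and Tween 20. Also added: fluorogenic phosphatase substrate OMFP at 25 µM final. Dosing: 20 µM, 1% DMSO. Timing: 20 min reaction, room temperature, in the dark. Measured by: fluorescence intensity, excitation 480 nm, emission 540 nm. Evaluation: normalized % inhibition.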
DNMT1 inh: blocks human DNA methyltransferase DNMT1. DNMT1 molecular beacon, Hinp1I cleavage, fluorescence. inhibition (reported as % activation of signal), % at 10 µM. hit rate 0.83% among 360,000; in the data active = inhibition above about 50%
Target sequence (P26358 504-1616 limits assumed): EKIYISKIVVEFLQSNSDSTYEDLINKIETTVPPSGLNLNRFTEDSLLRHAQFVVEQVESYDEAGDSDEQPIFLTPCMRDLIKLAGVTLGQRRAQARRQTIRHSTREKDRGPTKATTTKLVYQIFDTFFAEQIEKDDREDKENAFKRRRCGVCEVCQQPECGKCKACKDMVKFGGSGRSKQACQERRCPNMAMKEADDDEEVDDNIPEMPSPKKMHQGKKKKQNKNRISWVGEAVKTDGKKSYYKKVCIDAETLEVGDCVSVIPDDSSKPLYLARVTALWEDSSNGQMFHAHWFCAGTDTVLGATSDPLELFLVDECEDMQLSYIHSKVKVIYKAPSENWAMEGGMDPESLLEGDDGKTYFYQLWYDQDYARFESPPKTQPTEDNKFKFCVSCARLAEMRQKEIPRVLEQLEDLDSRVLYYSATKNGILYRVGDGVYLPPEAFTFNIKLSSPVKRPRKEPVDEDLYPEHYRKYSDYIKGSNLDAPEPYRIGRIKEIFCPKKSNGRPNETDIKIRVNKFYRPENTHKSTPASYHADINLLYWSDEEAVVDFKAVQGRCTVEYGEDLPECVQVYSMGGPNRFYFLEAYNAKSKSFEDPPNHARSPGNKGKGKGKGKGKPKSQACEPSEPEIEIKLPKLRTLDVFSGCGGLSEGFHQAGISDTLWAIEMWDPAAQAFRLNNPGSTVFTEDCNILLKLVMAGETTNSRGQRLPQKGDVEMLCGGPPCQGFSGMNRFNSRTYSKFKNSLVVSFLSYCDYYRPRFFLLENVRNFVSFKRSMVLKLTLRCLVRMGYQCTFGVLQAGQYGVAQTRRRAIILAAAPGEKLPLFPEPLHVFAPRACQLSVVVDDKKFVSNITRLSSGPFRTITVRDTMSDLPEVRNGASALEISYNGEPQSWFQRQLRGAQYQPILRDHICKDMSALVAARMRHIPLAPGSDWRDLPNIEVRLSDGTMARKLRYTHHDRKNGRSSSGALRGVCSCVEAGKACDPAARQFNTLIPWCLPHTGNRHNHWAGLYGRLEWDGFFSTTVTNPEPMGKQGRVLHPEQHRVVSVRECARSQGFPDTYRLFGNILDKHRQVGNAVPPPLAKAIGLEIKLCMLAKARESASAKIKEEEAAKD
MT1-MMP act inh: inhibitors of human MT1-MMP activation; P50281; HT1080 RFP-PRO-GFP cells, GFP/RFP ratio fluorescence, overnight; percent of plate control window, DMSO zero; GFP/RFP ratio change, % at 20 µM; hit rate 0.061% among 360,000; AID 651647;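 active = GFP/RFP ratio change of at least 30% with cell ATP level not reduced by more than half and red fluorescence within 50% of control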; also: strong numbers were not always called active
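Assay system: HT1080 RFP-PRO-GFP cells | Dosing: 20 µM single dose, 1% DMSO | Incubation: Cells overnight before dosing, compound overnight, 37 °C, 5% CO2 | Evaluation: GFP/RFP fluorescence ratio | Control set: DMSO-only wells and HT1080 RFP-L50D-GFP cell wells as references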
Rpn11 inh: Rpn11 (human) deubiquitinase inhibition; calls only at 20 µM; hit rate 0.59% among 360,000; AID 588493; human 26S proteasome, Ub4-pepOG fluorescence polarization; 20S core pre-blocked with epoxomicin;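 active = inhibition at 20 µM, scaled to each plate's controls, above about 33%, limit read from the data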
Scp-1 inhibitor: Scp-1 (human) phosphatase inhibition | Q9GZU7 | Recombinant Scp1, phosphopeptide, malachite green phosphate absorbance | inhibition, % at 20 µM | hit rate 0.88% among 340,000 | AID 493091;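 active = inhibition above about 50% at 20 µM, limit read from the data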;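 also: plate controls were DMSO wells with enzyme for no effect and wells lacking enzyme for full effect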
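System: SCP-1 catalytic domain; Reagent: Phospho 17-mer peptide substrate; Doses: one concentration, 20 µM, with 1.0% DMSO; Incubation: 45 min room-temperature reaction, 5 min colour, 30 min stabiliser; Signal: Phosphate-binding colour reagent, absorbance read at 630 nm.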
LMPTP inh: blocks human LMPTP phosphatase; P24666; recombinant LMPTP-A, OMFP fluorogenic substrate, fluorescence intensity; inhibition, % at 20 µM; hit rate 0.22% among 360,000;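 active = compounds that cut the enzyme signal by at least half of the control window in the single-dose screen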;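 also: plate controls were DMSO wells with enzyme plus substrate for no effect and substrate without enzyme for full effect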
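Assay system: LMPTP-A phosphatase enzyme | Input: 0.625 nM enzyme | Also added: Fluorogenic phosphatase substrate OMFP at 400 µM final | Compound dosing: One test concentration per compound, 20 µM, with 3% DMSO overall | Schedule: 50 min enzyme reaction at room temperature, protected from light | Signal: Fluorescence intensity | Benchmarks: no-enzyme and uninhibited controls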
* = called active by the depositor; i = inactive; / = not tested or not shown; + = active, no number.

SMILES | SUMO1-SIM PPI | NRP1-CendR mod | SKN-1 inh | NadD inh | STEP block | DNMT1 inh | MT1-MMP act inh | Rpn11 inh | Scp-1 inhibitor | LMPTP inh
Cc1cccc(/C=N/NC(=O)C(C)Nc2cccc3ccccc23)n1 (configuration not stated) | 13 | 58 | 9 | 9 | 0 | -28 | -92 | i | -13 | 2.7
CCOC(=O)CN1N=C(/C=C/c2ccc(C)cc2)CCC1=O | -14 | 0 | -11 | -8 | -3 | -2 | 13 | i | -8 | -0.6
Cc1ccc(-n2cc(CNC(C)c3cnn(C)c3)c(-c3ccc(F)cc3)n2)cc1 (configuration not stated) | 1 | -13 | 7 | -2 | 4 | -2 | -4 | i | -5 | 1.1
CCc1ccc(N2C(=O)/C(=C/c3cccs3)N(CC(=O)OC)C2=S)cc1 | -5 | 0 | -5 | 3 | 1 | 5 | 5 | i | -11 | 1.9
Cn1c(=O)c2nnn(/N=C(\c3ccccc3)C3CC3)c2n(C)c1=O | 2 | 14 | 0 | 2 | -5 | 0 | 1 | i | -2 | -2.9
Cc1ccc2oc(C(=O)N(Cc3ccc(N(C)C)cc3)CC3CCCO3)c(C)c2c1 (configuration not stated) | 4 | 1 | 0 | -4 | 2 | -4 | -5 | i | -1 | 2.7
O=C(O)c1cccc(NS(=O)(=O)/C=C/c2ccccc2)c1 | -2 | -9 | -2 | -4 | -1 | 5 | 0 | i | -18 | -0.9
Cc1noc(/C=C/c2ccc(-c3ccccc3Cl)o2)c1[N+](=O)[O-] | -13 | -56 | 75 | -4 | -10 | 5 | -48 | / | 16 | 1.1
CCOC(=O)Cc1csc(NC(=O)c2ccc(Cl)nc2)n1 | 21 | -39 | 11 | 3 | -1 | -1 | 3 | + | -4 | 0.8
C/C(CCC(C)C)=N\Nc1ccc(S(N)(=O)=O)cc1[N+](=O)[O-] | -29 | 4 | -5 | 2 | 2 | 14 | 1 | i | 2 | 2.5

Compounds shown so far that contain four or more nitrogen atoms, in the order listed:
SMILES | SUMO1-SIM PPI | NRP1-CendR mod | SKN-1 inh | NadD inh | STEP block | DNMT1 inh | MT1-MMP act inh | Rpn11 inh | Scp-1 inhibitor | LMPTP inh
Cc1cccc(/C=N/NC(=O)C(C)Nc2cccc3ccccc23)n1 (configuration not stated) | 13 | 58 | 9 | 9 | 0 | -28 | -92 | i | -13 | 2.7
Cc1ccc(-n2cc(CNC(C)c3cnn(C)c3)c(-c3ccc(F)cc3)n2)cc1 (configuration not stated) | 1 | -13 | 7 | -2 | 4 | -2 | -4 | i | -5 | 1.1
Cn1c(=O)c2nnn(/N=C(\c3ccccc3)C3CC3)c2n(C)c1=O | 2 | 14 | 0 | 2 | -5 | 0 | 1 | i | -2 | -2.9
C/C(CCC(C)C)=N\Nc1ccc(S(N)(=O)=O)cc1[N+](=O)[O-] | -29 | 4 | -5 | 2 | 2 | 14 | 1 | i | 2 | 2.5

Additional entries follow.
SMILES | SUMO1-SIM PPI | NRP1-CendR mod | SKN-1 inh | NadD inh | STEP block | DNMT1 inh | MT1-MMP act inh | Rpn11 inh | Scp-1 inhibitor | LMPTP inh
Cc1ccc(NS(=O)(=O)c2ccc3[nH]c(=O)oc3c2)cc1Cl | 6 | -14 | -6 | 0 | -6 | 5 | 1 | i | -5 | 1.4
CSc1ccccc1NC(=O)COc1ccc(Cl)cc1 | 0 | -4 | 6 | -4 | 2 | -1 | 2 | i | -6 | 1.2
Clc1ccccc1OCCCCN1CCNCC1 | 24 | -3 | 24 | -4 | 0 | -5 | 1 | i | -10 | -3.0
CC(C)[C@H](NS(=O)(=O)c1ccccc1)C(=O)OCC(=O)NCc1ccc2c(c1)OCO2 | -1 | 6 | 5 | -3 | -4 | 7 | 2 | i | -12 | -0.7
CCCCC(=O)Nc1sc2c(c1C(=O)OCC)CCC(C=O)=C2Cl | -5 | -8 | 7 | 17 | 8 | 10 | -11 | i | / | 3.1
Cc1c(C(=O)NCc2ccco2)oc2ccc(Br)cc12 | -2 | -4 | 28 | 0 | 1 | 6 | -3 | i | 2 | 2.1
Nc1nc2c(ncn2[C@H]2C[C@H](O)[C@@H](CO)O2)c(=O)[nH]1 | -2 | 2 | 25 | -3 | -4 | 3 | -3 | i | -9 | -2.7
COc1ccc(C2N(C(C)=O)CCCN2S(=O)(=O)c2ccc(C)cc2)cc1 (configuration not stated) | -3 | 2 | -1 | 3 | 0 | 1 | 4 | i | 2 | 0.0
CCN(CC)CCNc1nc(-c2ccc(OC(F)F)cc2)c(C)s1 | -3 | -8 | 0 | -3 | -2 | -7 | 3 | i | -7 | -0.7
CS(=O)(=O)N1CCN(c2ccccc2NC(=O)Cc2ccccc2)CC1 | -6 | -7 | 6 | 1 | -2 | 0 | -7 | i | -7 | -0.3
COc1ccc(NS(=O)(=O)c2csc(C(=O)N3CCCC3)c2)c(OC)c1 | 0 | 19* | 3 | -5 | -6 | -2 | 0 | i | 14 | -1.1
CC(CCc1ccccc1)NC(=O)/C=C/c1ccc(Cl)cc1 (configuration not stated) | 3 | -5 | 0 | -15 | 1 | -3 | 1 | i | -13 | 2.6
O=S(=O)(Nc1ccc(-c2cn3cccnc3n2)cc1)c1ccccc1 | -11 | 7 | 3 | 2 | 1 | -1 | 7 | i | 1 | -0.4
CCOC(=O)Cc1csc(NC(=O)Cc2ccccc2)n1 | 0 | 7 | 3 | -7 | -4 | -3 | 0 | i | -1 | -0.1
O=C(NCc1nc(-c2ccc(C(F)(F)F)cc2)no1)Nc1ccc(F)cc1F | 6 | 1 | -19 | -2 | 8 | 12 | 2 | i | -14 | 1.8
CCN(CC(=O)NCc1ccc(F)cc1)S(=O)(=O)c1ccc(C)cc1 | 1 | -5 | -17 | -5 | -4 | 7 | -2 | i | 0 | -2.7
O=C1c2ccccc2C(=O)N1CSc1nnc(Nc2ccccc2F)s1 | -7 | 1 | 5 | -5 | 4 | -2 | 0 | i | -5 | 0.3
CCC(C)[C@H](NC(=O)NCc1ccccc1)C(=O)O (some centres not stated) | 3 | 6 | 1 | -1 | 1 | 0 | -2 | i | 1 | -1.2
Cc1sc2nc[nH]c(=S)c2c1-c1ccccc1 | 0 | 11 | 3 | 1 | 4 | 1 | 3 | i | -7 | -0.7
O=C1NC2(CCCCCC2)C(=O)N1Cc1ccc(Br)cc1 | 4 | -3 | -7 | 0 | 1 | -1 | 0 | i | -6 | 0.5
COc1ccc2c(c1)c(=O)oc1c(C)c(OC(C)C(=O)N[C@@H](Cc3c[nH]c4ccc(O)cc34)C(=O)O)ccc12 (some centres not stated) | 27 | -26 | -1 | 8 | -1 | 12 | 2 | i | 58* | 3.3
Cc1cc2nc(C3CCCCC3)c(Cc3ccccc3)n2c(C)c1Br | 1 | 8 | -6 | 6 | -1 | 24 | -7 | i | / | 3.2
O=C(Nc1cccc(S(=O)(=O)N2CCCCC2)c1)c1ccc(S(=O)(=O)C(F)F)cc1 | 7 | 7 | -2 | -8 | 1 | -4 | -8 | i | -12 | 1.4
O=C(Cn1cnc2c(NC(=O)OCc3ccccc3)ncnc21)NCCN1CCOCC1 | 7 | 29* | 7 | 0 | -2 | 3 | 4 | i | -4 | 0.0
CC(OC(=O)C1CC=CCC1C(N)=O)C(Cl)=C(Cl)Cl (configuration not stated) | 1 | 11 | -6 | -2 | 0 | -3 | 0 | i | -8 | -0.6
CC(C)OC(=O)CSc1nc(N2CCOCC2)c2c(c1C#N)CC(C)(C)OC2 | 1 | -2 | 22 | -8 | 0 | -2 | -4 | i | -6 | -0.4
Cc1ccc(Cn2c(CCNc3nc(-c4ccc(Cl)c([N+](=O)[O-])c4)cs3)nc3cc(C(=O)NCCCO)ccc32)cc1 | 4 | -10 | 8 | 5 | 4 | -31 | 10 | i | 2 | 2.9
CN(C(=O)CSc1nc(-c2ccc(C(C)(C)C)cc2)c(C#N)c(=O)[nH]1)C1CCCCC1 | 12 | -80 | 9 | 19 | 5 | 9 | -2 | i | 0 | 2.1
O=C(c1ccco1)N1CCN(C(=O)c2cc(Cl)nc3ccccc23)CC1 | 23 | -4 | 2 | -3 | -2 | 3 | 4 | i | -10 | -0.4
Cn1c(NCc2ccco2)nc2c1c(=O)n(Cc1ccc(Cl)c(Cl)c1)c(=O)n2C | 1 | -8 | -16 | -3 | 1 | -8 | 4 | i | -4 | 3.8
COc1ccc([C@@H]2C[C@H]3CN(Cc4ccccc4OC)C(=O)[C@]34CCCN24)cc1C | 8 | -26 | 3 | 0 | -2 | -3 | -7 | i | -4 | -1.0
CCOC(=O)/C(C#N)=C/c1cccc([N+](=O)[O-])c1 | -29 | -4 | -8 | 1 | 0 | 2 | -2 | i | -14 | 0.2
CC(Oc1ccc(Cl)cc1Cl)C(=O)Nc1cccnc1 (configuration not stated) | -3 | 26* | -13 | -7 | -5 | -1 | -4 | i | 1 | -1.5
CCc1c(C)nc2nc(SCc3ccccc3)[nH]n2c1=O | 6 | 2 | -9 | -1 | -1 | -1 | 3 | i | -12 | 0.3
C[C@@H]1CN([C@H](C)CO)C(=O)CCCn2nncc2CO[C@@H]1CN(C)S(=O)(=O)c1ccc(-n2cccn2)cc1 | 5 | -7 | -2 | 2 | 1 | 4 | -6 | i | / | -1.5
CCCCCc1ccc(-c2cn(CCCOCc3ccccc3)nn2)cc1 | 5 | -7 | 3 | 15 | 0 | 3 | 1 | i | 0 | 7.0
Nc1nc(N2CCN(c3ccccc3)CC2)n[nH]1 | -1 | 13 | -4 | -1 | -2 | 0 | 1 | i | 3 | -0.1
CCCCOc1ccc(N2C(=O)CC(N(O)c3ccccc3)C2=O)cc1 (configuration not stated) | -1 | 3 | -17 | 2 | 0 | 1 | 5 | i | -2 | -1.1
O=C(O)C(Oc1ccc(Cl)cc1)c1ccc(Cl)cc1 (configuration not stated) | 9 | 14 | 6 | -5 | -2 | 2 | -5 | i | -10 | -1.6
CC(CC(=O)O)CC(=O)Nc1cccc([N+](=O)[O-])c1 (configuration not stated) | -11 | 8 | 11 | -10 | -2 | 0 | 0 | i | -4 | -0.4
NC(=O)CC[C@H](NC(=O)c1ccc(F)cc1)C(=O)N1CCN(Cc2ccc3c(c2)OCO3)CC1 | 0 | 21* | 6 | 2 | -2 | -3 | 3 | i | -10 | -0.8
OCCNCCOCCOc1ccccc1-c1ccccc1 | -5 | 4 | 5 | -7 | 2 | -1 | -1 | i | -11 | -2.1
Cc1ccc(Nc2c(-c3cccnc3)nc3ccc(Br)cn23)cc1 | 0 | -9 | -6 | -1 | -2 | -4 | 3 | i | 1 | 2.3
Cc1ccc(C(=O)OCC(=O)N2CCc3ccccc32)cc1 | -6 | 8 | 4 | 4 | -3 | 13 | -1 | i | -4 | 0.0
O=C(c1ccco1)N1N=C(c2ccncc2)CC1(O)C(F)(F)F (configuration not stated) | -3 | 2 | -10 | 4 | -7 | 6 | -4 | i | 9 | -1.7
